# TAG inh – inhibitors of triacylglycerol accumulation, primary screen, cell-based, uHTS, fluorescence, H9c2 | actives 0.66% (n = 230,000) | inhibition, % at 12.5 µM | H9c2 cells, Nile Red lipid (TAG) fluorescence; cells loaded with 200 µM oleic acid | AID 651582, 2012;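 active = pattern-corrected inhibition of lipid staining of at least 50% with the nuclear-stain viability signal not falling by more than 50%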;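 note: 0% = DMSO wells and 100% = triacsin C control wells; some results filed as inactive read as strong as hits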
# TAG inh DAPI viability – further read-out of TAG inh, marked with its call; DAPI nuclei signal change (viability), lower = more cytotoxic, %;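 whole-well DAPI fluorescence read on a plate reader as a viability signal; minus 50 percent equals half of cells still viable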
# * = called active by the depositor. Some of the compounds tested; count on the stated rates, not on these rows.
SMILES,TAG inh,TAG inh DAPI viability
Cc1ccc(C)c(N2CCN(C(=O)C34CC5CC(C3)CC(n3nnc(C)n3)(C5)C4)CC2)c1,-8,3
CCCNC(=O)N1c2ccccc2Sc2ccccc21,-11,1
CCOC(=O)CN1C(=O)C2Cc3ccccc3CN2C1=S (stereo not given),-2,-1
Clc1ccc(C2[C@H]3CN(Cc4cccnc4)[C@H](c4ccccc4)C34CC2(c2cccnc2)C4)cn1 (stereo not given in full),12,-5
Cc1nc(C)n(CC(=O)N2CCCC(C(=O)c3ccc(Cl)cc3C)C2)n1 (stereo not given),-4,-8
CCOc1ccc(CCNC(=O)c2ccc(S(=O)(=O)N3CCCC3)cc2)cc1OCC,31,-2
CCOC(=O)N1CCc2c(sc3ncn(Cc4ccc(F)cc4)c(=O)c23)C1,-15,-2
Cc1ccc(S(=O)(=O)Nc2ccc3cn[nH]c3c2)c(C)c1,-5,-2
COc1ccc(NC(=S)Nc2ccccc2SC)c(OC)c1,-10,-2
Cc1cc(NC(=O)CC2(CC(=O)O)CCCC2)n(C)n1,0,3
O=C(O)CCCC(=O)Nc1ccccc1Oc1ccccc1,4,2
O=C(N/N=C\c1ccc(Cl)s1)c1cccs1,22,-8
CC[C@]12c3[nH]c4cc(-c5ccco5)ccc4c3CCN1C(=O)[C@@H](CC(=O)NC/C=C(\C)CCC=C(C)C)C[C@@H]2C(=O)N1CCN(C(=O)c2ccco2)CC1,3,8
COc1cc(O)c(C(CCN2CCCCC2)c2cc(OC)c(OC)c(OC)c2)c(OC)c1 (stereo not given),2,-8
Cc1onc(-c2ccccc2)c1-c1nnc(CN2CCN(S(=O)(=O)c3ccccc3F)CC2)o1,-19,-5
Cc1cc(C)cc(OCC(=O)Nc2cnn(CCCC(=O)O)c2)c1,5,-7
COc1ccc(-c2[nH]c(-c3cc(OC)c4c(c3)OCO4)nc2-c2ccccc2)cc1,23,46
CC(=O)N/C(=C\c1ccccc1)C(=O)N1CCOCC1,-8,-5
Cc1nc2ccc(NC(=O)c3ccc(Cl)c(NC(=O)c4cccs4)c3)cc2s1,15,-18
CCNC(=O)COC(=O)c1cc(-c2ccco2)nc2ccccc12,17,5

# Some of the entries so far, with two lines to a compound.
# Each structure is followed by: TAG inh, TAG inh DAPI viability
- Cc1onc(-c2ccccc2)c1-c1nnc(CN2CCN(S(=O)(=O)c3ccccc3F)CC2)o1
 : -19, -5
- Cc1cc(C)cc(OCC(=O)Nc2cnn(CCCC(=O)O)c2)c1
 : 5, -7

# Carrying on:
SMILES,TAG inh,TAG inh DAPI viability
Cn1nnnc1SCC(=O)Nc1ccccc1N1CCOCC1,-14,-2
CN1C(=O)c2cccc(NC(=O)C3CCCCC3)c2C1=O,9,1
Cc1nnc(SCc2ccccc2CSc2nnc(C)s2)s1,10,0
NC(=O)C1CCN(Cc2nc(-c3cccs3)no2)CC1,0,2
C/C(=N\NC(=O)c1cnccn1)c1ccc([N+](=O)[O-])cc1,-4,4
O=C(C[C@H]1C[C@H](C(=O)N2CCOCC2)[C@@]2(CCC3CCCC3)c3[nH]c4cc(-c5ccco5)ccc4c3CCN2C1=O)NCC12CC3CC(CC(C3)C1)C2,62*,18*
CCCCCCCC(=O)N1c2ccccc2NC(=O)C1CC(=O)Nc1ccc(C(=O)O)cc1 (stereo not given),19,2
NC(=O)CCS(=O)(=O)CCN1CCN(S(=O)(=O)c2ccc3c(c2)CCC3)CC1,8,-7
CCc1nc2ccc(C(=O)N3CCN(C(=O)c4ccco4)CC3)cn2c1N(C)C(=O)COc1ccccc1,-3,-2
CC(NC(=O)c1ccco1)C(=O)Nc1nccs1 (stereo not given),9,-8
CCCCN(C)C(=O)c1nc2ccccn2c1CNC1CCC1,-15,5
O=C(Nc1cccc(-c2nnc(-c3ccccc3)o2)c1)c1ccco1,11,0
C#CCCOC(=O)N1C2=NC(C(=O)OC)=C(C(=O)OC)[C@@H]3N(C)c4ccccc4[C@]23C[C@H]1CO,10,-4
Cc1ccc2cc(C#N)c(NCCNC(=O)C3CC3)nc2c1C,-23,23
CCCn1c(=O)c2ccccc2n2c(Sc3nnnn3-c3ccccc3)nnc12,-71,5
CCOc1ccc(NC(=S)NNC(=O)CC(C)O)cc1 (stereo not given),8,7
CCOc1ccc(NC(=O)NC(C)c2ccc3c(c2)OCO3)cc1 (stereo not given),2,-1
CC1CC(=O)Nc2ccccc2N1C(=O)CN1CCN(C=O)CC1 (stereo not given),-2,11
N#Cc1ccc(-c2ccc(F)cc2)nc1SCC(=O)Nc1sc2c(c1C#N)CCC2,12,10
COCc1cc(C)nc(N2CCc3ccccc32)c1C#N,-8,-5
O=C(CSc1nnc(-c2ccccc2Cl)o1)Nc1ccccn1,8,-7
CC(C(=O)NNS(=O)(=O)c1cccc(C(F)(F)F)c1)n1nnc(N2CCOCC2)n1 (stereo not given),5,-12
CCOc1ccc(NC(=O)C2Cc3ccccc3CN2S(=O)(=O)CC)cc1 (stereo not given),-8,3
COc1ccc(C(=O)Nc2sc3c(c2C(=O)O)CC(C)(C)OC3)cc1,-4,2
CCOC(=O)C1(C)C=C(Nc2cccc(OC)c2)C(=O)N1c1ccccc1 (stereo not given),-5,-1
Cc1cccc2nc(CSc3ccc(Cl)cc3)cn12,-6,-8
Cc1cc(C)cc(C(=O)NCC(=O)OCC(=O)NC2CCCc3ccccc32)c1 (stereo not given),-8,-7
CCC(=O)Nc1cc(-c2nn(C)c(=O)c3ccccc23)ccc1N1CCOCC1,3,7
COCCNC(=O)C(=O)NCC1OCCN1S(=O)(=O)c1cc(F)ccc1F (stereo not given),-8,-1
COc1ccc(NC(=O)c2cc(C3CCCCN3C(=O)CCCc3ccccc3)on2)c(C)c1 (stereo not given),-3,1
Cc1ccc(NC(=O)CN(C)C(=O)c2cc(-c3cccs3)nn2-c2ccccc2)cc1,-10,7
Cc1ccc2c(C)c(C(=O)NCC3CCOCC3)oc2c1C,-16,7
Cc1cn(C2CC(O)C(CO)O2)c(=O)n(CCCc2ccccc2)c1=O (stereo not given),-20,4
CCN(C(=O)CSc1nnc(-c2ccccc2C)n1C)c1c(N)n(Cc2ccccc2)c(=O)[nH]c1=O,-1,-1
CCCc1nc2c(=O)n(C)c(=O)nc-2n(C)n1,80,-58
CCOc1ccc(/C=N\NC(=O)c2c(C)nc3cc(C)ccn23)cc1,-6,1
COc1cc(-c2cc(C(=O)NCCc3ccc(S(N)(=O)=O)cc3)c3ccccc3n2)cc(OC)c1OC,23,-6
CC/C(=N\NC(=O)c1ccc(-c2ccccc2)cc1)C12CC3CC(CC(C3)C1)C2,-6,3
CCCNC1=C(C)C(=O)CC1,2,-7
Cc1ccc2c(ccc(=S)n2C)c1,-3,-5
CCN(CC)C(=O)Cn1cc(S(=O)(=O)CC(=O)Nc2cccc(NC(C)=O)c2)c2ccccc21,0,-5
O=C(CN1c2cccc3cccc(c23)S1(=O)=O)Nc1ccc(F)c(F)c1F,-6,-5
CCN(CC)CCNc1nc2c(c(=O)n(C)c(=O)n2C)n1C/C=C(/C)Cl,-12,-9
O=C(NCc1cccc(C(F)(F)F)c1)c1ccc2c(c1)OCO2,1,-11
O=C(O)c1ccc(S(=O)(=O)N2CCc3ccccc3C2)cc1,10,1
COCCN(C(=O)COC(=O)CCC1CCCCC1)c1c(N)n(Cc2ccccc2)c(=O)[nH]c1=O,-2,4
COc1ccc(CCNC(=O)C2CC2)cc1,3,-6
CCCc1nn(-c2cc(Cl)ccc2OC)c2c1C(=O)CC(C)(C)C2,-7,5
COc1ccc(CNC(=O)C2(CC3CC(c4ccccc4)=NO3)CCN(C(=O)OC(C)(C)C)CC2)cc1 (stereo not given),-17,-5
NC(c1ccncc1)c1ccc(Cl)cc1 (stereo not given),2,9
CC(C)CN(C(=O)COC(=O)CCSc1ccc(Cl)cc1)c1c(N)n(Cc2ccccc2)c(=O)[nH]c1=O,-13,4
Cc1ccc(S(=O)(=O)N2C[C@@H]3CCCC[C@@H]3[C@@H](C)[C@H]2CC(=O)c2ccccc2)cc1,-18,7
CC1(C)CNC(=O)c2sc(NC(=O)c3ccccc3)nc2C1,4,-3
COc1ccc(-c2csc(NC3OC(=O)c4c3ccc(OC)c4OC)n2)cc1OC (stereo not given),19,-15
CCOc1ccc(NS(=O)(=O)c2cccc(C(=O)N3CCN(C/C=C/c4ccccc4)CC3)c2)cc1,-41,6
CSCCC(NC(=O)COc1ccccc1)C(=O)OCCOc1ccc(C)cc1 (stereo not given),-4,1
Cc1c(C(=O)O)oc2c1C(=O)CC(C)(C)C2,1,3
O=C(Cc1cccs1)Nc1ccc(F)c(F)c1,-3,-10
CC(=O)NCCc1cc2ccc(C)cc2[nH]c1=O,-7,1
O=C(CN1C(=O)NC2(CCCC2)C1=O)OCCOc1cccc(Br)c1,-11,-3

# Carrying on:
SMILES,TAG inh,TAG inh DAPI viability
O=C(CS(=O)(=O)c1ccccc1)N(CCCN1CCOCC1)c1nc2c(F)cccc2s1,-3,2
CCC1(CC)NC(=O)N(Cc2nc3ccccc3s2)C1=O,7,-5
CCCN1CCN(C(=O)CCCn2c(C)c3cnn(-c4ccccc4)c(=O)c3c2C)CC1,11,-4
CCCN(CCC)S(=O)(=O)c1ccc(NC(=O)C2CCCO2)cc1 (stereo not given),4,0
CC(C)n1nc(C(=O)NCc2ccc3c(c2)OCO3)c2ccccc2c1=O,-18,-2
CCOC(=O)Cc1csc(NC(=O)/C=C/c2cccc(Br)c2)n1,-2,-6
O=C(CSc1nc(=O)n2ccccc2n1)NCCc1ccccc1,-6,7
CC(OC(=O)c1cc(Br)ccc1O)C(=O)NC1(C#N)CCCCC1 (stereo not given),-4,5
CSc1ccccc1NC(=O)C1CC(c2c(F)cccc2Cl)=NO1 (stereo not given),-4,-3
COc1ccc(-n2c(=O)/c(=C\c3cccs3)s/c2=C(/C#N)C(=O)N2CCN(C)CC2)cc1,0,2
Cn1c2c(c(=O)n(C)c1=O)C(CC(=O)Nc1ccccc1F)C(=O)N2 (stereo not given),-2,-5
CCCCOc1ccc(C(=O)O)cc1,-2,-1
CN(C)S(=O)(=O)c1ccc(C(=O)Nc2ccc(CCC(=O)N3CCCC3)cc2)cc1,10,-5
COc1ccc(F)cc1S(=O)(=O)Nc1ccc2c(c1)OCCO2,-24,4
COC(=O)c1[nH]c2ccc(Cl)cc2c1NC(=O)CCN1CCN(C2CCCCC2)CC1,43,-11
CCOP(=O)(Cc1ccc(C(C)(C)CC(C)=O)o1)OCC,-7,-2
CC(C)C(=O)NNS(=O)(=O)c1ccccc1,13,-5
CCOC(=O)c1ccc(NC(=O)CSc2nc(=O)n(CCN3CCOCC3)c3c2CCC3)cc1,16,-2
CCOC(=O)N1CCN(c2c(N3CCN(c4ccccn4)CC3)c(=O)c2=O)CC1,7,5
c1ccc(SCCOCCn2cncn2)cc1,0,3
CN(C)c1ccc(C(=O)c2ccc(N(C)C)c(N)c2)cc1N,16,-14
COC(=O)c1ccc(Cl)c(NS(=O)(=O)c2ccc3c(c2)OCCO3)c1,16,0
CCOC(=O)c1c(C)[nH]c(C(=O)OC(C)C(=O)NCc2ccccc2)c1C (stereo not given),-15,-7
O=C1COc2ccc(C(=O)COC(=O)c3ccc(Cl)cc3[N+](=O)[O-])cc2N1,13,-1
O=C(Nc1ccccc1F)c1csc(COCCO)n1,9,3
CCN1C(=O)C(=O)N(CC(=O)N2CCN(c3ccccc3)CC2)C1=O,-14,3
CC(C)CN(C(=O)CN(C)C(=O)Cc1c(F)cccc1Cl)c1c(N)n(CC(C)C)c(=O)[nH]c1=O,8,-33
O=C1N=C(N2CCC(Cc3ccccc3)CC2)S/C1=C/c1cn[nH]c1-c1ccccc1,-28,9
Nc1ncnc2c1ncn2[C@@H]1O[C@H](CNC(=O)[C@@H]2CCC(=O)N2)[C@@H](O)[C@H]1O,2,-5

# Gathered by group: the entries above with fluorine (14)
SMILES,TAG inh,TAG inh DAPI viability
CCOC(=O)N1CCc2c(sc3ncn(Cc4ccc(F)cc4)c(=O)c23)C1,-15,-2
Cc1onc(-c2ccccc2)c1-c1nnc(CN2CCN(S(=O)(=O)c3ccccc3F)CC2)o1,-19,-5
N#Cc1ccc(-c2ccc(F)cc2)nc1SCC(=O)Nc1sc2c(c1C#N)CCC2,12,10
CC(C(=O)NNS(=O)(=O)c1cccc(C(F)(F)F)c1)n1nnc(N2CCOCC2)n1 (stereo not given),5,-12
COCCNC(=O)C(=O)NCC1OCCN1S(=O)(=O)c1cc(F)ccc1F (stereo not given),-8,-1
O=C(CN1c2cccc3cccc(c23)S1(=O)=O)Nc1ccc(F)c(F)c1F,-6,-5
O=C(NCc1cccc(C(F)(F)F)c1)c1ccc2c(c1)OCO2,1,-11
O=C(Cc1cccs1)Nc1ccc(F)c(F)c1,-3,-10
O=C(CS(=O)(=O)c1ccccc1)N(CCCN1CCOCC1)c1nc2c(F)cccc2s1,-3,2
CSc1ccccc1NC(=O)C1CC(c2c(F)cccc2Cl)=NO1 (stereo not given),-4,-3
Cn1c2c(c(=O)n(C)c1=O)C(CC(=O)Nc1ccccc1F)C(=O)N2 (stereo not given),-2,-5
COc1ccc(F)cc1S(=O)(=O)Nc1ccc2c(c1)OCCO2,-24,4
O=C(Nc1ccccc1F)c1csc(COCCO)n1,9,3
CC(C)CN(C(=O)CN(C)C(=O)Cc1c(F)cccc1Cl)c1c(N)n(CC(C)C)c(=O)[nH]c1=O,8,-33

# Compound activity as filed in PubChem.
